# GPR151 ag: activators of human GPR151, primary screen, cell-based, PathHunter beta-arrestin, luminescence. G-protein coupled receptor 151 (Homo sapiens), Q8TDV0. PathHunter beta-arrestin GPR151 cells. activation, % at 11.2 µM. 1% of 650,000 active. AID 1508602, 2020; in the data active = activation above about 4.9%;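 also: 0% = median of compound wells and 100% = cells with positive control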
# Target sequence (Q8TDV0 whole entry, looked up): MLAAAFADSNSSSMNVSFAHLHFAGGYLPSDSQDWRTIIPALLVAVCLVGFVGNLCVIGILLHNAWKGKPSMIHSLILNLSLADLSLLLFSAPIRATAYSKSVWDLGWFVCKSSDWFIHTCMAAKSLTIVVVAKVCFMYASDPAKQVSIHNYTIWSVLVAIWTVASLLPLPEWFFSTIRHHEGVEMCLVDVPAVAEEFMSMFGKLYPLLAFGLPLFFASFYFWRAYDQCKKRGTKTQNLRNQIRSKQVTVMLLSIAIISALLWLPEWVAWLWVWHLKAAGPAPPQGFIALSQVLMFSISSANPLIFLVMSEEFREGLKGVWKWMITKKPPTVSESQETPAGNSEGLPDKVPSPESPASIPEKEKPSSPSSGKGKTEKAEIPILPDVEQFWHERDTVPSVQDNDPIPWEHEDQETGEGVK
# FBW7 act: FBW7 E3 ligase activators, primary screen, biochemical, AlphaScreen, human | AlphaScreen FBW7–phospho-cyclin E peptide binding, activator screen | 0.13% of 650,000 active | AID 1259310, 2017 | normalized activity (activation), % at 26.1 µM; in the data active = normalized activity above about 1.9%;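 also: purified mutant Fbw7 with reduced substrate affinity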
# MITF primary: MITF inhibitors, primary screen, biochemical, AlphaScreen, human | AlphaScreen MITF homodimerization, bead proximity signal | inhibition, % at 2.6 µM | 0.91% of 650,000 active | AID 1259374, 2018; in the data active = inhibition above about 50%;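 also: 0% = vehicle wells with protein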
# Target sequence (O75030 whole entry, looked up): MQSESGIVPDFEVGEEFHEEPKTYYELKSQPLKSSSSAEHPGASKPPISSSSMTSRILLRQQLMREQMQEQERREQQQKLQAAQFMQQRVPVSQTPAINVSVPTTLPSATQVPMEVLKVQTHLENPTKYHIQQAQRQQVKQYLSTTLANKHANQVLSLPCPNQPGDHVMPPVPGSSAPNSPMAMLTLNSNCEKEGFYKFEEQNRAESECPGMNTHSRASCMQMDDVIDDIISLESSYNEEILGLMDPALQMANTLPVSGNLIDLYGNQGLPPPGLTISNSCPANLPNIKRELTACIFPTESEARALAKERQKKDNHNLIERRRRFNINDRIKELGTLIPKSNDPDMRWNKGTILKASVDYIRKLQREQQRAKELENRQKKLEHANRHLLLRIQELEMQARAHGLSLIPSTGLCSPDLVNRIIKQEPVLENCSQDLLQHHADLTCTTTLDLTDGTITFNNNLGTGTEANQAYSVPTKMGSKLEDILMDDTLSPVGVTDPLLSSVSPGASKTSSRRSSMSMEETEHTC
# TEAD-YAP inh: TEAD-YAP interaction inhibition, primary screen, TEAD-YAP interaction inhibitor project, luminescence, HEK-TIYL cells | 1.4% of 640,000 active | inhibition, % at 9.12 µM | TEAD-Gal4/YAP UAS-luciferase luminescence; in the data active = inhibition above about 32%;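 also: 0% = median of test compound wells and 100% = reference inhibitor wells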
# Active calls of the source: *; i = inactive; x = not tested or not shown; & = joins results of further samples.
SMILES,GPR151 ag,FBW7 act,MITF primary,TEAD-YAP inh
CCOC(=O)c1ccc(NC(=O)c2ccccc2[N+](=O)[O-])cc1,2.1,0.1,1,-35
COc1ccc(OC)c2c(=S)c3ccccc3[nH]c12,-0.5,1.2,15,x
N#C/C(=C\c1ccc(OCc2c(F)cccc2Cl)cc1)c1nc2ccccc2[nH]1,0.4,0.0,-11,-11
CC(C)(C)CNC(=O)c1c(-c2ccccc2)nc2ccccn12,0.1,0.1,10,-14
O=C(Nc1ccc2nn(-c3ccccc3)nc2c1)c1ccc([N+](=O)[O-])cc1[N+](=O)[O-],0.5,0.8,22,2
Cc1ccccc1C(=O)Nc1c(C(=O)N2CCOCC2)cnn1-c1ccccc1,-0.2,0.1,-2,-3
O=C(NCCc1nnc2n1CCN(Cc1cccc(OCCO)c1)CC2)c1ccoc1,0.5,0.0,10,2
COc1ccc(/C=C(\NC(=O)c2ccccc2)C(=O)NCCN2CCOCC2)cc1OC,0.3,0.5,-2,7
CC(C)(CO)CNC(=O)CC1C(=O)NCCN1CC(c1ccccc1)c1ccccc1 (configuration not stated),0.5,-0.1,-1,1
O=C(Nc1ccc(-c2nc3ccccc3[nH]2)cc1)C(F)(F)F,-6.6,0.0,0,-31
O=c1c(Cl)cc(C(F)(F)F)cn1Cc1c(-c2ccccc2)nc2sccn12,0.1,0.0,10,1
O=C(N[C@H]1C[C@H]2C(=O)N3CCC[C@H]3C(=O)N2C1)Oc1ccccc1,1.7,0.1,5,2
COc1ccc(C(=O)NCC2CCCN2S(=O)(=O)c2ccccc2)cc1 (configuration not stated),-0.8,0.0,14,-9
Cc1ccc(C(=O)Oc2cc(C)[nH]c(=O)c2[N+](=O)[O-])cc1,-1.1,0.0,-5,-3
COc1ccccc1CN1CCC2(CC1)CC2C(=O)N1CCN(Cc2cccs2)CC1 (configuration not stated),-0.4,0.0,7,12
CCOCCn1cnc2sc(C(=O)N3CCC(C(=O)OCC)CC3)c(C)c2c1=O,0.6,-0.1,4,-3
CN(C)c1cccc(Nc2cc(Nc3ccccc3)ncn2)c1,-0.1,0.0,19,-27
CCN(CC)C(=O)c1sc2ncnc(N3CCN(c4ccccc4F)CC3)c2c1C,0.0,-0.3,2,4
Cc1nc(C(=O)N2CCCC(CCC(=O)N3CCN(c4ccccn4)CC3)C2)cs1 (configuration not stated),0.7,0.1,5,3
Cc1cc(C)c(NC(=O)CSc2nnc3n2CCN3c2ccc(F)cc2)c(C)c1,-0.3,0.1,4,-3
O=C(Nc1ccc(Cl)cc1)C1C2C=CC3(O2)C1C(=O)N(C1CC1)C3C(=O)NC1CCCCC1 (configuration not stated),-0.8,0.4,13,1
N[C@H](Cc1cccc(Br)c1)C(=O)Nc1ccc(-c2cn[nH]c2)cc1,-0.7,0.2,7,-3
CC(O)CNc1nc2c(c(=O)n(Cc3ccccc3F)c(=O)n2C)n1C (configuration not stated),0.2,0.1,61*,0
O=c1oc2ccc(Br)cc2cc1-c1csc(Nc2ccc(Cl)cc2Cl)n1,-1.2,0.0,14,1
COc1ccc(CC(=O)NNC(=O)Nc2ccc(OC)c(OC)c2)cc1OC,-1.1,0.3,14,9
COc1ccc(-c2nc(Nc3ccc(OC(F)(F)F)cc3)c3ccccc3n2)cc1OC,2.8,-0.1,0,-6
COC(=O)c1cccc(OCC(O)Cn2c(C)[n+](C)c3ccccc32)c1 (configuration not stated),-0.3,0.1,-21,-10
Cc1cc2cc3c(cc2n2c(SCC(N)=O)nnc12)OCO3,-0.1,-0.1,12,-6
CCc1cccc(C)c1NC(=O)CC(C)S(=O)(=O)c1ccc2c(c1)SCC(=O)N2 (configuration not stated),1.6,0.8,19,3
C/C(=N\N1CCN(Cc2ccc(C)cc2)CC1)c1ccco1,-0.3,0.0,10,7
CCOC(=O)NC(=O)CSc1n[nH]c(-c2cc(Cl)ccc2OC)n1,0.5,-0.1,-5,16
CC1CCN(c2nn3c(N)c(C=C4C=CC(=O)C=C4)c(=O)nc3s2)CC1,-0.6,1.2,12,-8
COC(=O)Nc1nc2ccc(C(=O)c3ccccc3)cc2[nH]1,3.1&-0.5&0.6&-0.5,0.5&-0.1&0.9,-5&-9&13,33*
O=C(N/N=C/c1ccccc1Br)Nc1ccccc1,0.3,-0.1,-8,-44
O=C(CSc1nc(SCC(=O)N2CCOCC2)nc(SCC(=O)N2CCOCC2)n1)N1CCOCC1,-0.7,0.1,19,-7
O=C(Cn1c(=O)oc2cc(Cl)ccc21)NC1CCCc2ccccc21 (configuration not stated),-0.3,-0.1,5,1
COc1cc(C=O)cc(Cl)c1OCC(=O)Nc1ccccc1F,-1.2,0.2,14,12
C=CCn1c(=O)c2c(nc3n(-c4cc(Cl)ccc4C)c(C)c(C)n23)n(C)c1=O,3.3,-0.1,3,9
O=c1oc2ccccc2cc1-c1nnc(Nc2ccc(Cl)cc2Cl)s1,1.5,0.0,11,-7
CCOC(=O)CNC(=O)C1CCN(c2nccc(C)n2)CC1,0.3,0.7,12,8
O=C(NC1CCN(Cc2ccccc2)CC1)c1ccc2nc(Nc3ccc(C(F)(F)F)cc3)sc2c1,-0.7,0.0,-2,-8
Cc1ccc(S(=O)(=O)NCCC(=O)NCc2ccco2)cc1,0.8,0.1,-26,-6
CC1=NN(c2ccccc2)C(=O)/C1=C/c1cccc(C)c1,0.8,-1.1,16,4
COC(=O)c1c(NC(=O)CN2CCCCCC2)sc2c1CCC(C)C2 (configuration not stated),3.7,-0.1,38,3
Cc1ccc(-c2cccc3cnc(Nc4ccc(C(=O)NC5CC5)cc4)nc23)cn1,-0.9,0.5,-4,64*
Cc1ccc(S(=O)(=O)NCc2ccc(C(=O)O)o2)c(C)c1C,1.0,0.0,-10,1
CC(NC(=O)c1ccc(N2CCC(N(C)Cc3ccon3)CC2)cc1)c1ccccc1 (configuration not stated),-0.6,0.1,12,-2
FC(F)(F)c1ccc2nnc(-c3cccc(Cl)c3Cl)n2c1,1.6,0.1,5,14
COc1cc(CCC(=O)NCCNC(C)=O)cc(OC)c1OC,-0.6,0.6,7,-1
Nc1ccc(-c2ccc(Br)cc2)cc1,-0.1,-0.2,-3,-45
O=C(NNC(=O)c1cccc([N+](=O)[O-])c1)c1cccc([N+](=O)[O-])c1,-0.2,0.0,9,5
O=C(C1CCCO1)N1CCN(c2nc(N3CCCC3)nc(-n3ccnc3)n2)CC1 (configuration not stated),-0.3,0.0,-4,17
CCOC(=O)c1ccccc1N=Cc1c(O)n(CC)c(=S)[nH]c1=O,1.2,0.1,14,17
Cc1cccc(NC(=O)CCn2ccnc2C)c1,-0.4,-0.2,3,-6
CCOC(CC(OCC)C(=O)c1ccccc1)C(=O)c1ccccc1 (configuration not stated),-0.9,0.3,-4,-30
CC(C)(C)N=Cc1nc(-c2ccccc2)oc1O,0.3,-0.2,10,-40
CCOc1ccc(C(C)=O)cc1CSc1nnc(-c2cccs2)o1,1.8,0.0,3,-13
CC(=O)c1cccc(N2C(=O)c3ccc(S(=O)(=O)c4ccc(C(=O)O)cc4)cc3C2=O)c1,0.6,0.0,-8,-12
COc1ccccc1CN1C[C@@H]2C[C@@H](c3ccc(C)cc3)N3CCC[C@@]23C1=O,0.4,0.0,-2,-1
CC(=O)Nc1ccc(Br)cc1-c1nc2ccccc2[nH]c1=O,0.0,-0.2,-7,-5
# New compounds follow:
SMILES,GPR151 ag,FBW7 act,MITF primary,TEAD-YAP inh
Cc1nn(CC(=O)NCCN2CCOCC2)c(=O)c2cc3sccc3n12,-0.7,0.1,7,9
CCCN(CCO)Cc1ccccc1F,1.0,0.1,2,11
Cc1ccc(S(=O)(=O)NCCSc2nnc(N)s2)cc1,-0.8,-0.1,0,-2
O=C(Nc1cccc(Cl)c1)c1ccc(CN2CCc3ccccc3C2)cc1,-2.3,-0.2,-19,40*
Cc1cccc(NC(=O)c2cc3sccc3n2C)n1,0.1,0.0,9,-40
COc1ccc(-n2c(=O)c(C#N)c3n(c2=S)CCCCC3)cc1,0.2,-0.1,13,11
O=C(CNC(=S)N(Cc1cccs1)C1CCCCC1)NC(c1ccccc1)c1ccccc1,0.1,0.1,6,6
Cc1cc(C)c(S(=O)(=O)N2C(=O)CCC2C(=O)Nc2cccc([N+](=O)[O-])c2)c(C)c1 (configuration not stated),2.1,-0.2,0,1
Clc1ccccc1CNc1nc2ccccc2c2nc(-c3cccnc3)nn12,0.1,0.1,3,1
O=C(Nc1ccc(O)cc1)c1cccc(S(=O)(=O)N2CCOCC2)c1,-1.3,-0.1,-10,8
COc1ccc(-c2csc(NC(=O)c3ccc(S(=O)(=O)N4CC(C)CC(C)C4)cc3)n2)cc1C (configuration not stated),-1.2,0.0,-7,-2
CN1C(=O)Cc2cc(S(=O)(=O)N3CCCCC3)ccc21,-0.9,-0.2,-8,7
C/C(Cl)=C/Cn1c(N/N=C(C)/C=C/c2ccccc2)nc2c1c(=O)[nH]c(=O)n2C,-1.2,1.4,19,7
COC(=O)c1cc2c(C(F)(F)F)cc(N3CC(C)OC(C)C3)nc2s1 (configuration not stated),-1.3,-0.1,15,7
Nc1nc(SCc2ccc3c(c2)OCO3)ns1,0.9,-0.1,-4,-15
Cc1cc(OCC(O)CNCCCn2ccnc2)c(C(C)C)cc1Cl (configuration not stated),1.1,-0.1,41,8
CC(Nc1ncnc2ccc(Br)cc12)c1ccccc1 (configuration not stated),-0.8,0.0,19,34*
COc1ccc(S(=O)(=O)N2CCOCC2)cc1NC(=O)c1cc(=O)[nH]c2ccccc12,-0.5,0.0,6,10
O=[N+]([O-])c1cccc(C(O)CNCc2ccccc2)c1 (configuration not stated),2.0,0.1,-11,6
COc1cc(OC)c([N+](=O)[O-])cc1/C=N/NC(=O)Cc1cccc2ccccc12,-1.5,0.0,-8,-5
COc1ccc(Cc2nnc(Nc3cccc(OC)c3)[nH]c2=O)cc1,-0.9,0.3,14,57*
CCC(C)N=C(C)C1=C(O)CC(C)(C)CC1=O (configuration not stated),1.0,0.0,-7,3
CCOc1ccc(OCC)c(/C=N\NC(N)=O)c1,3.5,-0.1,10,2
COCC(=O)NC1CCN(C(=S)Nc2ccccc2)CC1,2.9,0.1,1,1
O=C(CC1C(=O)NCCN1Cc1ccc(-c2ccccc2)cc1)NC1CC1 (configuration not stated),-1.0,-0.2,-6,-6
O=C(NCC(c1ccco1)N1CCc2ccccc21)c1ccc(Cl)c([N+](=O)[O-])c1 (configuration not stated),0.3,-0.2,8,-2
Cc1ccc(NC(=O)CCCNC(=O)Cn2cnc3sc(C)c(C)c3c2=O)cc1F,-1.0,-0.1,4,8
COc1ccc(OCC(=O)NCc2cccnc2)cc1,0.4,0.0,-8,6
C/C(=N\N1CCN(C2c3ccccc3-c3ccccc32)CC1)c1cccnc1,0.0,-0.1,13,7
Cc1cc2ncn(C(=O)c3ccccc3)c2cc1C,1.1,0.2,i,-3
Cc1ccc(NC(=O)c2cc3cc(Br)ccc3oc2=O)cc1C,0.4,0.5,10,2
COc1ccc(CNC(=O)Cc2csc(Nc3nc(=S)[nH]c4ccccc34)n2)cc1,-0.3,0.1,4,4
COC(=O)c1nnn(-c2ccc(C(F)(F)F)cc2[N+](=O)[O-])c1C,-0.4,0.0,10,8
Oc1ccc(CCNc2cc(NCCN3CCOCC3)ncn2)cc1,2.7,0.0,0,14
Cc1ccc2c(c1)cc(C)c1nnc(SCC(=O)Nc3nccs3)n12,-0.4,-0.1,-7,5
NC(=O)c1ccc(-c2cc(NCCN3CCOCC3)ncn2)cc1,-3.3,0.1,15,-6
Cc1ccccc1-c1cnnc(NCC2CCCCO2)n1 (configuration not stated),0.2,-0.2,11,5
N#CCCC1(CCC#N)c2ccccc2-c2nc3ccccc3cc21,1.1,-0.1,-7,-7
C=CCn1c(SCc2cccnc2)nc2cc(C(=O)N3CCOCC3)ccc2c1=O,-0.4,0.0,12,-4
O=C1N[C@H](Cc2ccc(O)cc2)C(=O)N2C[C@@H](NCc3cnn(-c4cccc(F)c4)c3)C[C@@H]12,0.1,-0.2,1,4
Cc1cc(C)n(CC(=O)Nc2ccc(N3CCOCC3)cc2)n1,-1.1,-0.1,-11,9

# Bioassay records: PubChem BioAssay, The Scripps Research Institute Molecular Screening Center
